Compound activity (PubChem)
EPAC2 ag: activates human EPAC2 exchange factor. Potency, µM (doses to about 154 µM), for the others: at the highest dose activation, usual class: activators. Q8WZA2. EPAC2 activation, biochemical qHTS; response scale: 100% = 6.5 mM cAMP response. AID 720711. hit rate 0.079% among 360,000; further: potency means the concentration at half of the fitted maximal effect; nearly all actives have a fitted effect of over 50% in size
Target sequence (Q8WZA2 whole entry, looked up): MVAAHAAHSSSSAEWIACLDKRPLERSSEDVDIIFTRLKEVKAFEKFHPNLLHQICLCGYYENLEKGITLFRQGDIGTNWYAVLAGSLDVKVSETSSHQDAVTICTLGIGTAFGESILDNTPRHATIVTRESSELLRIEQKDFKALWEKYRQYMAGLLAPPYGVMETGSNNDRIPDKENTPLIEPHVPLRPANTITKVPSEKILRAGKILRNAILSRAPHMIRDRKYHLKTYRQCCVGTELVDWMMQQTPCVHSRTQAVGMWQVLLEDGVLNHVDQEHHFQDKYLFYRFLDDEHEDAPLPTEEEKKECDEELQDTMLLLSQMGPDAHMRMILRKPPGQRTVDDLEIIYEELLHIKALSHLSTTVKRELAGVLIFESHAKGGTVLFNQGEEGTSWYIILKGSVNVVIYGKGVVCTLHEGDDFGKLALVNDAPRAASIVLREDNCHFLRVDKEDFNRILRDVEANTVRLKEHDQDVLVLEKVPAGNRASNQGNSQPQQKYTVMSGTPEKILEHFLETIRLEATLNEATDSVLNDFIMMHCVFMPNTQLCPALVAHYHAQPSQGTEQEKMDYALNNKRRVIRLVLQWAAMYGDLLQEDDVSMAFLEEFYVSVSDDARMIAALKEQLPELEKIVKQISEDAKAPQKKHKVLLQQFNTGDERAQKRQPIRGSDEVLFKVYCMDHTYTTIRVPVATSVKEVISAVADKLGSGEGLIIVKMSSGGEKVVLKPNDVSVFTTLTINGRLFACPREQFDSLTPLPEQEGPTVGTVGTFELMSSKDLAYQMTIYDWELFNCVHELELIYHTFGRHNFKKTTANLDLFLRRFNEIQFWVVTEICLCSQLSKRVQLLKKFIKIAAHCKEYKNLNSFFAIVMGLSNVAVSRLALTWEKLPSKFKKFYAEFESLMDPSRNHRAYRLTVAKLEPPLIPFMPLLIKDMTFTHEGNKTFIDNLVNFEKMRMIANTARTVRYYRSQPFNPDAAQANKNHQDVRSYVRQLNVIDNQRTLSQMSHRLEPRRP
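Nucleotide exchange monitored as fluorescence drop when BODIPY-GDP leaves Rap1B. Reaction: 100 nM EPAC2, 250 nM RAP1B-BODIPY-GDP, 50 uM GDP, room temperature, kinetic read over 30 min. Activity expressed relative to 6.5 mM cAMP.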
aSyn yeast inh: rescues yeast growth from alpha-synuclein toxicity; Yeast expressing alpha-synuclein, growth rescue, BacTiter-Glo, 24 h; Potency, µM (highest dose often 46.1 µM), for the others: top-dose growth rescue (activation), actives largely listed as activators; hit rate 0.14% among 370,000; AID 652106; further: potency means the concentration at half of the fitted maximal effect; % of control where 0% means no effect; nearly all actives have a fitted effect of over 65% in size
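Screening used galactose-induced yeast with toxic alpha-synuclein levels, exposed to compound for 24 hr at 30 deg C. Cell growth, read with BacTiter-Glo luminescence, gave the measured signal.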
D3 ag: activates the human D3 dopamine receptor; max activation, %; AID 652048; P35462; D3R DiscoveRx beta-arrestin cells, luminescence, 90 min; hit rate 0.58% among 410,000; in the data active means max activation above about 30%; further: 0% is about no effect; mostly tested at two doses, the higher about 12 µM
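Cells at 1500/well, incubated overnight, then treated with pinned compounds (dopamine as control) for 90 min at 37 degrees C. DiscoveRx reagent added for 30 - 60 minutes at room temperature; luminescence read.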
TDP-43 yeast inh: TDP-43 toxicity inhibition in yeast; TDP-43 expressing yeast growth rescue, BacTiter-Glo, 24 h; Potency, µM (top dose mostly 46.1 µM), for the others: top-dose growth rescue (activation), most hits filed as activators; hit rate 1.8% among 410,000; AID 652104; further: potency means the concentration at half of the fitted maximal effect; % of control where 0% means no effect; nearly all actives have a fitted effect of over 50% in size
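Yeast cells expressing TDP-43 under galactose induction are exposed to compounds for 24 hr at 30 deg C. BacTiter-Glo luminescence measures growth, so protective compounds score as activators.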
Abeta rescue: A-beta toxicity reversal in yeast; yeast expressing A-beta42, growth rescue, OD600, 48 h; response scale: 0% DMSO, 100% iron-clioquinol control; Potency, µM (doses to about 46.1 µM), for the others: top-dose growth rescue, hits mostly activators; hit rate 0.063% among 410,000; AID 1347071; further: potency means the concentration at half of the fitted maximal effect; nearly all actives have a fitted effect of over 55% in size
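Yeast A-beta toxicity model in growth medium with pinned compounds, 48 h at 30 C; growth read as absorbance at 600 nm. Normalized to FeCl3/clioquinol equimolar mix (positive) and DMSO (negative).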
FUS suppressor: rescues growth of FUS-expressing yeast; S. cerevisiae FUS-expressing, growth rescue, OD600, 24 h; Potency, µM (series often up to 76.6 µM), for inactives: at the top dose growth rescue (activation), most hits filed as activators; hit rate 0.24% among 390,000; AID 1347120;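 further: potency means the concentration at half of the fitted maximal effect; plate controls were DMSO vehicle for no effect and reference control for full effect; nearly all actives have a fitted effect of over 55% in size; some results filed as inactive show a strong effect at the top dose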
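Yeast expressing FUS under galactose induction, OD 0.005 in 2% galactose medium; compounds in a dilution series, 24 h at 30C. Growth rescue by absorbance at 600 nm; CP55940 positive control, DMSO negative.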
EPAC2 antag: blocks human EPAC2 exchange factor; hit rate 0.18% among 360,000; EPAC2 GEF exchange of Rap1B-BODIPY-GDP, fluorescence; AID 720708; Potency, µM (series often up to 114 µM), for the others: at the highest dose activity, negative = inhibition, actives largely listed as inhibitors; further: potency means the concentration at half of the fitted maximal effect; on the % scale 0 is the no-effect control and ±100 the full control effect; nearly all actives have a fitted effect of over 45% in size; many of its hits are not listed in these tables
DRD3 antagonist: D3 dopamine receptor (human) antagonism. P35462. D3R cells, DiscoveRx beta-arrestin luminescence, antagonist mode; hits give low values. max response, negative = inhibition, %. hit rate 2.5% among 360,000. AID 652054; in the data active means max response below about -50%; inconclusive means no clear call, values can overlap the other calls; further: on the % scale 0 is the no-effect control and ±100 the full control effect; mostly tested at two doses, the higher about 12 µM
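Cells plated overnight at 1500 cells/well, then exposed to library compounds with dopamine controls for 90 minutes at 37 degrees C. DiscoveRx reagent added for 30–60 minutes at room temperature; luminescence read, quantitative HTS format.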
* hit, by the source's call; ? = inconclusive; nt = not tested or not shown; [ ] = remark or other dose. Unless noted, the call rests on the fitted dose curve; in most records, active means well fitted curve in the direction sought with a large enough effect; inconclusive means small, poorly fitted or top-dose-only effect, or another doubt; inactive means no such curve, though single readings can be large; an effect the other way counts as inactive or inconclusive. This is a subset, so the mix of outcomes need not match the whole.

The first 2 records (preview)
SMILES	EPAC2 ag	aSyn yeast inh	D3 ag	TDP-43 yeast inh	Abeta rescue	FUS suppressor	EPAC2 antag	DRD3 antagonist
CC1CCN(c2ccc3nnc(CCC(=O)NCc4ccco4)n3n2)CC1	7%	6%	-2	17%	11%	-18%	5%	5
CCn1c(=N)c(C(=O)NC2CCCCC2)cc2c(=O)n3cc(C)ccc3nc21	nt	nt	4	13%	-5%	-8%	nt	nt

This part in full, repeating the preview:
SMILES	EPAC2 ag	aSyn yeast inh	D3 ag	TDP-43 yeast inh	Abeta rescue	FUS suppressor	EPAC2 antag	DRD3 antagonist
CC1CCN(c2ccc3nnc(CCC(=O)NCc4ccco4)n3n2)CC1	7%	6%	-2	17%	11%	-18%	5%	5
CCn1c(=N)c(C(=O)NC2CCCCC2)cc2c(=O)n3cc(C)ccc3nc21	nt	nt	4	13%	-5%	-8%	nt	nt
CCn1c(=O)cc(OCC(=O)N2CCN(c3cccc(C(F)(F)F)c3)CC2)c2ccccc21	6%	7%	1	3%	-17%	19%	-5%	21
Cc1cc(C)cc(NC(=O)CSCc2cc(=O)n3ccsc3n2)c1	6%	-1%	7	12%	13%	2%	3%	10
CCCCCCSc1ccc([C@@H]2[C@H]3C(=O)N(CC)C(=O)[C@H]3[C@]3(C(=O)OC)CCCCN23)cc1	-9%	2%	-7	14%	9%	28%	2%	4
Nc1nc(N)n(-c2ccccc2)c(=Nc2ccccc2)n1	7%	0%	4	4%	2%	6%	0%	6
O=C(C[C@@H]1C/C=C\C[C@H](NC(=O)OCC2c3ccccc3-c3ccccc32)C(=O)OC[C@H]2CCCN2C1=O)NCCO	1%	-12%	2	2%	-2%	9%	5%	-1
O=C(CNC(=O)Cc1cccc2ccccc12)NCc1ccc(F)cc1	3%	1%	-12	-24%	-12%	14%	5%	-17
Cc1ccc(N2C(=O)C(CN(C)C)C2c2ccccc2)cc1 (stereo unspecified)	-8%	0%	-9	-17%	6%	-8%	-1%[57.1 µM]	0
COCC(=O)Nc1ccccc1C#N	5%	-1%	1	0%	-5%	9%	4%	17
O=C(Nc1cccnc1)C1CCCN(S(=O)(=O)c2cccc3nsnc23)C1 (stereo unspecified)	-4%	-2%	-5	-20%	-3%	20%	-5%	4
OC[C@@H]1CN(Cc2ccncc2)C[C@H](n2cnc3c(NC4CCCC4)ncnc32)O1	7%	-4%	11	10%	-4%	0%	-16%	4
COC(=O)c1[nH]c2cc(OC)ccc2c1NC(=O)CCN1CCCC(C)(C)C1	-13%	2%	-63	-20%	-1%	26%	-4%	-56*
COc1ccc2c(CC(=O)N3CCc4ccccc43)coc2c1	19%	10%	-4	3%	21%	-1%	-5%	-24
O=C(N/N=C/c1ccc(OC(F)F)cc1OC(F)F)c1ccc(Br)cc1	22%	-1%	-13	14%	-2%	-9%	-4%	-88*
COc1ccc(NS(=O)(=O)c2ccc3nc(COc4ccc(Cl)c(C)c4)[nH]c3c2)cc1	6%	-4%	6	-11%	14%	3%	?	2
CN(C)CCCNC(=O)/C(=C\c1ccc(-c2ccc(Br)cc2)o1)NC(=O)c1ccccc1	4%	-10%	-8	-25%	-2%	nt	-4%	-22
CC(C)c1ccc(C(=O)NCCCc2ccccc2)cc1	0%	-9%	-2	28%	6%	24%	-1%	-10
Cc1cccc(N2CCN(S(=O)(=O)c3ccc(Cl)nc3)CC2C)c1 (stereo unspecified)	-3%	4%	0	-3%	-52%[inhibitor]	-1%	2%	7
COc1ccc(-c2onc(C)c2C)cc1S(=O)(=O)NCc1ccc(C)o1	nt	nt	-5	12%	-10%	20%	nt	nt
Clc1ccc(CNc2ncnc3[nH]ncc23)cc1Cl	7%	-2%	8	-1%	11%	9%	-21%	0
Cc1cc(OCc2cc(C(=O)N(C)Cc3nonc3C)no2)cc(C)c1Cl	12%	17%	3	?	14µM*	15%	-13%	3
Cc1cccc(C(C)C)c1NC(=O)CSc1nncn1C	3%	2%	29	-7%	9%	14%	1%	6
COc1cccc(NC(=O)c2cnn(-c3ccccc3)c2-n2cccc2)c1	nt	nt	10	8%	-14%	10%	nt	nt
CCOC(=O)N1CCC(=NNC(=O)NC2CCCCC2)CC1	2%	-6%	-12	nt	-5%	19%	7%	12

Next section:
SMILES	EPAC2 ag	aSyn yeast inh	D3 ag	TDP-43 yeast inh	Abeta rescue	FUS suppressor	EPAC2 antag	DRD3 antagonist
C[C@H](NC(=O)c1nc[nH]c1C(=O)N[C@@H](C)c1ccccc1)c1ccccc1	7%	4%	-24	21%	1%	?	-20%	-17
COC1=C(Br)C(=O)c2nc(C)ccc2C1=O	18%	18%	-17	-92%[inhibitor]	-76%[inhibitor]	-25%	?	-119*
COc1ccc(N2CCN(S(=O)(=O)c3csc(C(N)=O)c3)CC2)cc1	nt	nt	-20	-10%	-21%	0%	nt	nt
CC1(C)C2CCC1(CS(=O)(=O)N1CCN(c3ccccc3F)CC1)C(=O)C2 (stereo unspecified)	8%	9%	-15	6%	-11%	-5%	1%	9
CC1=NNC(=O)C1CC(=O)N/N=C/C(Br)=C/c1ccccc1 (stereo unspecified)	6%	13%	5	14µM*	-24%	0%	1%	-1
N#C/C(=C/c1ccc(OCc2ccc(C(=O)O)cc2)c(Br)c1)c1cccc(F)c1	3%	5%	0	8%	5%	17%	6%	0
CCCCn1c(N)c(N(CCOC)C(=O)c2cccc(N3C(=O)c4ccccc4C3=O)c2)c(=O)[nH]c1=O	4%	1%	3	7%	0%	15%	-17%	4
CSc1nc2ccc(NC(=O)c3cc4ccccc4o3)cc2s1	7%	-7%	-5	-17%[9.22 µM]	9%	13%	5%	3
COc1ccc(/C=C\C(=O)O[C@@H]2C(O)C(O[C@@H]3OC(C)[C@H](O[C@@H]4OCC(O[C@H]5O[C@H](CO)[C@@H](O)C(O)C5O)C(O)C4O)C(O)C3O)[C@H](OC(=O)[C@]34CCC(C)(C)C[C@@H]3C3=CCC5[C@@]6(C)CC(O)C(O[C@@H]7OC(CO)C(O)[C@H](O)[C@H]7O)[C@@](C)(C(=O)O)C6CC[C@@]5(C)[C@]3(CO)CC4)O[C@H]2C)cc1 (stereo partly specified)	15%	-73%[inhibitor]	5	-90%[inhibitor]	-60%[inhibitor]	?	-2%	22
O=C1CCc2cc(S(=O)(=O)N3CCN(c4ccccc4F)CC3)ccc2N1	11%	4%	3	-12%	7%	7%	-3%	-8
CC1(C)CN(C(=S)Nc2ccc(F)cc2F)C1=O	14%	-3%	-5	10%	-12%	-18%	2%	-15
c1cncc(-c2csc(-c3cccnc3)n2)c1	6%	6%	-6	6%	-5%	-7%	8%	-11
O=C(N/N=C/c1ccc(O)c2ncccc12)c1cccc(Br)c1	3%	nt	16	nt	?	16%	nt	0
O=C(CSc1nnc(Cc2cccs2)n1Cc1ccco1)Nc1cccc(Cl)c1	3%	5%	0	0%	8%	19%	0%	4
CCC1=NN(C(=O)COc2ccccc2)C(O)(c2ccncc2)C1 (stereo unspecified)	1%	-8%	-2	-27%	-18%	10%	13%	-15
Cc1noc(C)c1NC(=O)Nc1ccc2c(c1)C(=O)N([C@H](C)CO)C[C@H](C)[C@@H](CN(C)C(=O)NC1CCCCC1)O2	-1%	4%	5	16%	1%	2%	3%	19
CC(=O)Nc1ccc(S(=O)(=O)NCCC(=O)N2CCc3ccccc32)cc1	13%	-2%	-11	-1%	-13%	-3%	-1%	-8
CC(=O)N1CCCc2cc(S(=O)(=O)N3CCC(C(=O)N(Cc4ccccc4)C(C)C)CC3)ccc21	nt	nt	2	5%	28%	26%	nt	nt
COc1ccc(OC)c(S(=O)(=O)N2CCc3ccccc3C2)c1	17%	25%	1	21%	-2%	4%	-16%	-3
CCCOc1ccc2[nH]cc(C(=O)O)c(=O)c2c1	3%	3%	-2	-4%	11%	4%	11%	-11
CCc1cc2cc(C(=O)N3CCN(Cc4ccccc4)CC3)sc2s1	6%	12%	-23	-5%	15%	nt	-9%	?
Nc1cc(=O)[nH]c(SCC(=O)Nc2cc([N+](=O)[O-])ccc2Cl)n1	2%	-2%	3	-8%	7%	14%	1%	9
CN1C=CC=C/C1=C1\SC(=S)N(C2CCCCC2)C1=O	-1%	-3%	-1	?	10%	17%	1%	-9
CC(=O)Nc1cccc(C(=O)O)n1	12%	-3%	1	3%	-16%	-5%	-1%	0
CCOc1ccc2c(c1)c(=O)c(C(=O)c1ccc3c(c1)OCO3)cn2Cc1cccc(F)c1	nt	nt	-1	18%	6%	34%	nt	nt

Following part.
SMILES	EPAC2 ag	aSyn yeast inh	D3 ag	TDP-43 yeast inh	Abeta rescue	FUS suppressor	EPAC2 antag	DRD3 antagonist
COc1ccc(C(CCNCc2ccccc2)c2ccc(F)cc2)cc1 (stereo unspecified)	12%	13%	-9	6%	22%	nt	-1%	-15
CN(C)S(=O)(=O)N1C(=O)c2ccccc2C1=O	9%	5%	1	25%	-3%	-25%	-3%	2
Cc1ccc(C(=O)NC2CCCCNC2=O)cc1C (stereo unspecified)	2%	17%	-3	-14%	-6%	-3%	3%	37
COc1ccc(OCCCC(=O)Nc2cc([N+](=O)[O-])ccc2C)cc1	0%	-4%	-1	14%	2%	25%	-5%	-13
c1cc[n+](CCC[n+]2ccccc2)cc1	2%	2%	-1	-12%	-14%	-25%	1%	-2
COc1ccccc1OC(C)C(=O)N1CCC(c2nc3ccccc3s2)CC1 (stereo unspecified)	nt	nt	1	14µM*	-2%	33%	nt	nt
Cc1cc(NC(=O)c2noc3c2CCCCC3)nn1Cc1ccc(Cl)cc1	15%	-11%	-28	-21%	-6%	19%	-6%	17
COc1cccc(NC(=O)CCCn2nc(C)c3c(C)n(-c4ccccc4)nc3c2=O)c1	12%	-1%	-3	8%	10%	-2%	5%	6
Cc1ccc(Cl)cc1NC(=O)CSC1=Nc2ccccc2C2=NC(Cc3ccccc3)C(=O)N12 (stereo unspecified)	nt	nt	-11	6%	-8%	?	nt	nt
COc1ccc(-c2ccc(CCC(=O)O)n2-c2ccc(O)cc2)cc1	16%	1%	3	-17%[9.22 µM]	-5%	?	-17%	-27
CCC(=O)c1ccc(OCC(O)Cn2nc(C)c(Br)c2C)cc1 (stereo unspecified)	3%	11%	-2	18%	13%	10%	-10%	-7
CC(=O)N1CCN(C(=O)c2cc(S(=O)(=O)Nc3ccc(S(C)(=O)=O)cc3)ccc2Cl)CC1	8%	2%	11	7%	-4%	-1%	-5%	10
O=C(CC12CC3CC(CC(Br)(C3)C1)C2)NC1=NCCS1	-2%	2%	2	16%	1%	39%	-5%	-14
